# IDH1 mut inh = IDH1 R132H (human) inhibition | inhibition, % at 10 µM | 0.18% of 70,000 active | IDH1 R132H reductase, diaphorase/resazurin fluorescence, 60 min | O75874; in the data active = inhibition above about 34%; inconclusive = no clear call, values can overlap the other calls; inactive = below about 11%;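 also: 0% = DMSO and 100% = no enzyme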
# EZH2 inh = EZH2 (human) methyltransferase inhibition; Q15910; PRC2 H3K27 methylation, DELFIA TRF, 1 h; inhibition, % at 12.5 µM; 0.35% of 57,000 active;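 active = mean inhibition of replicates at least 50% and every single replicate also reaching 50%; inconclusive = mean inhibition at least 50% but some replicate falls below 50%; inactive = mean inhibition under 50%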;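 also: dimethyl H3K27 on biotinylated H3 21-44 peptide detected by antibody; plate controls were median neutral control wells for no effect and median positive control wells for full effect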
# Target sequence (Q15910 whole entry, looked up): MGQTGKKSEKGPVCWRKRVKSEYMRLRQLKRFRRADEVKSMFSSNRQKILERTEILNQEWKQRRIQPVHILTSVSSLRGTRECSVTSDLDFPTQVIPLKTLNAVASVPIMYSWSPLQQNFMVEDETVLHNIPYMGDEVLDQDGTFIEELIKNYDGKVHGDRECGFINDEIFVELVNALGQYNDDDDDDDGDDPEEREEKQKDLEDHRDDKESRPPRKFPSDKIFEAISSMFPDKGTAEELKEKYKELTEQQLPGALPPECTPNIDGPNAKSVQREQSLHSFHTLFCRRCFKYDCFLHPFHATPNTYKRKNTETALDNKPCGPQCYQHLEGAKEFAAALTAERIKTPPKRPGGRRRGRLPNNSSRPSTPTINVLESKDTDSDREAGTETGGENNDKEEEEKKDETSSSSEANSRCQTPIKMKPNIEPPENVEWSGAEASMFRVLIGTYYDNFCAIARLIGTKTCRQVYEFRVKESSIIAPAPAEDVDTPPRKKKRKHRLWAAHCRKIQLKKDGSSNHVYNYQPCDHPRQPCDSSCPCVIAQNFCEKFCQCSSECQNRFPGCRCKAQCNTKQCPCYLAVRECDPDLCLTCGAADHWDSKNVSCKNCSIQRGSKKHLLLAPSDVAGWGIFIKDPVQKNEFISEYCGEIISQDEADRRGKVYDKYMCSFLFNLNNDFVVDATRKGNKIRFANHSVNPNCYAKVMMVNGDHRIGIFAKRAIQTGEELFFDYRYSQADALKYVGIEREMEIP
# * marks the source's active call; other numbers are inactive results; ? = inconclusive; . = not tested or not shown. Not all compounds are listed; rates above refer to the full screens.
SMILES,IDH1 mut inh,EZH2 inh
C[C@H]1CN([C@@H](C)CO)C(=O)c2cccc(NC(=O)Nc3ccc(C(F)(F)F)cc3)c2O[C@H]1CN(C)S(=O)(=O)c1ccc(Cl)cc1,-0.6,.
CCCC(=O)Nc1ccc2c(c1)OC[C@H](C)N(Cc1ccccn1)C[C@@H](C)[C@H](OC)CN(C)C2=O,0.1,1.4
CCC1=NN(C(=O)C(C)C)C(O)(c2ccc(Br)cc2)C1 (centres undefined),-0.5,?
C[C@@H]1CN([C@@H](C)CO)C(=O)c2cc(NC(=O)Cc3cn(C)c4ccccc34)ccc2O[C@H]1CN(C)Cc1ccc2c(c1)OCO2,-29.9,-6.4
COC(=O)c1ccccc1NC(=O)COc1ccc(C)cc1C,-0.4,31.2
COc1ccc(NC(=O)Nc2ccc3c(c2)C(=O)N([C@H](C)CO)C[C@@H](C)[C@H](CN(C)C(=O)Nc2c(C)noc2C)O3)cc1,0.9,.
Cc1ccc(S(=O)(=O)N(C)C[C@H]2OCCCC[C@H](C)Oc3ccc(NC(=O)Nc4ccc5c(c4)OCO5)cc3C(=O)N([C@H](C)CO)C[C@H]2C)cc1,1.7,.
C[C@@H]1CCCCO[C@H](CN(C)C(=O)Nc2ccc(C(F)(F)F)cc2)[C@H](C)CN([C@H](C)CO)C(=O)c2cc(NC(=O)Nc3ccc(F)cc3)ccc2O1,0.7,.
Cc1noc(C)c1NC(=O)N(C)C[C@@H]1Oc2ccc(NC(=O)C3CCCCC3)cc2CC(=O)N([C@@H](C)CO)C[C@H]1C,1.6,0.1
Cc1noc(C)c1NC(=O)Nc1ccc2c(c1)C(=O)N([C@@H](C)CO)C[C@@H](C)[C@H](CN(C)Cc1ccc(C(F)(F)F)cc1)O2,0.4,-0.3
C[C@H]1CN([C@@H](C)CO)S(=O)(=O)c2ccc(-c3cccc(C#N)c3)cc2O[C@H]1CN(C)C(=O)Nc1cc(F)ccc1F,.,-6.3
C[C@@H]1CN([C@H](C)CO)C(=O)c2cccc(NC(=O)CCCCCC(=O)Nc3ccccc3N)c2O[C@@H]1CN(C)Cc1ccncc1,.,-29.3
Cc1ccc(S(=O)(=O)N(C)C[C@@H]2Oc3ccc(NC(=O)NC(C)C)cc3C(=O)N([C@H](C)CO)C[C@@H]2C)cc1,0.7,5.0
C[C@@H]1CN([C@@H](C)CO)C(=O)c2cc(NC(=O)c3ccncc3)ccc2O[C@@H](C)CCCCO[C@@H]1CN(C)C(=O)Nc1ccccc1,1.3,.
CC(C)c1cn(CC[C@H]2CC[C@H](NC(=O)C3CCC3)[C@@H](CO)O2)nn1,0.1,-1.9
CN(C)C(=O)[C@@]1(Cc2ccccc2CN=[N+]=[N-])N=C(c2ccc(OCCCO)cc2)O[C@H]1c1ccccc1,.,3.5
O=C(N[C@@H]1CC[C@@H](CCNS(=O)(=O)c2ccc(Cl)cc2)O[C@@H]1CO)c1cccnc1,0.1,1.2
CO[C@@H]1CC[C@@H]2CCOc3c(C#N)cccc3C(=O)N(C)CC3(CCCCC3)CC(=O)N(C)C[C@H]1O2,-0.2,0.9
COc1ccc(CN(C)C[C@@H]2Oc3ccc(NC(=O)C4CCCCC4)cc3C(=O)N([C@H](C)CO)C[C@@H]2C)cc1,4.7,1.3
Cc1cc(C)c(OCC(=O)Nc2ccccc2-c2nc3ccccc3s2)c(Br)c1,0.4,0.0
COc1ccc(CN(C)C[C@H]2OCCCC[C@H](C)Oc3ccc(NS(=O)(=O)c4ccc(Cl)cc4)cc3C(=O)N([C@H](C)CO)C[C@H]2C)cc1,-0.2,.
CCN(CC(=O)Nc1cccc(Cl)c1C)S(=O)(=O)c1ccc(C)cc1,-0.5,0.3
C[C@@H]1CN([C@H](C)CO)C(=O)c2cccc(NC(=O)c3ccc(-c4nccs4)cc3)c2O[C@H]1CN(C)S(=O)(=O)c1cn(C)cn1,-4.9,.
C[C@@H]1CN([C@@H](C)CO)C(=O)c2cccc(NC(=O)Nc3ccccc3)c2O[C@H]1CN(C)Cc1ccc(Oc2ccccc2)cc1,-6.7,.
CC(C)(C)c1ccc(OC(=O)CCN2C(=O)C3C4C=CC(C5CC45)C3C2=O)cc1 (centres undefined),0.0,9.4
Cc1noc(C)c1NC(=O)Nc1ccc2c(c1)C(=O)N([C@H](C)CO)C[C@H](C)[C@@H](CN(C)Cc1ccncc1)OCCCC[C@@H](C)O2,4.1,.
C[C@H]1CN([C@@H](C)CO)C(=O)c2cc(C#CC3CC3)cnc2O[C@H]1CN(C)C(=O)Nc1ccc(F)cc1,0.4,-2.7
O=C(C[C@@H]1C=C[C@H](NC(=O)CCN2CCCCC2)[C@@H](CO)O1)Nc1ccc(-c2ccccc2)cc1,-0.3,-11.5
COc1ccc(S(=O)(=O)N(C)C[C@H]2Oc3ccc(NC(=O)Nc4ccc5c(c4)OCO5)cc3C(=O)N([C@@H](C)CO)C[C@H]2C)cc1,0.7,.
COc1ccc(NC(=O)N(C)C[C@@H]2Oc3ccc(N(C)C)cc3C(=O)N([C@@H](C)CO)C[C@@H]2C)cc1,-0.1,7.0
C[C@H](CO)N1C[C@H](C)[C@@H](CN(C)S(=O)(=O)c2ccc(Oc3ccccc3)nc2)OCc2cn(nn2)CCCC1=O,0.3,.
CC(C)CC#Cc1ccc2c(c1)O[C@H](CN(C)C(=O)Cc1ccccc1)[C@H](C)CN([C@@H](C)CO)S2(=O)=O,-1.0,-6.3
O=C(C1=C[C@H](c2ccc(C(F)(F)F)cc2)C[C@H](OCCCCO)O1)N1CCCCCCC1,.,1.4
CO[C@@H]1CN(C)C(=O)c2cc(NC(=O)c3ccccc3)ccc2OC[C@@H](C)N(C(=O)C2CC2)C[C@H]1C,-0.1,7.1
COCc1cn(CC[C@@H]2CC[C@H](NC(=O)Nc3ccccc3)[C@@H](CO)O2)nn1,-0.3,28.0
COC(=O)c1c(CC[C@@H](CO)NC(=O)Nc2ncn[nH]2)oc(C(=O)Cc2ccccc2)c1C(=O)OC,.,-13.1
C/C=C/c1ccc2c(c1)O[C@H](CN(C)C(=O)C1CC1)[C@H](C)CN([C@@H](C)CO)S2(=O)=O,5.3,1.6
Cc1noc(C)c1NC(=O)NCC[C@H]1CC[C@@H](NC(=O)c2ccncc2)[C@@H](CO)O1,0.7,-6.5
O=C(Nc1ccccc1)C1=C[C@H](c2ccc(C(F)(F)F)cc2)C[C@H](OCCCCO)O1,.,7.9
C[C@@H]1CCCCO[C@@H](CN(C)Cc2ccccc2)[C@H](C)CN([C@H](C)CO)C(=O)c2cc(NS(C)(=O)=O)ccc2O1,1.8,8.1

# Shown with each value named: two of the compounds above.
CC(C)(C)c1ccc(OC(=O)CCN2C(=O)C3C4C=CC(C5CC45)C3C2=O)cc1 (centres undefined)
- IDH1 mut inh = 0.0
- EZH2 inh = 9.4
Cc1noc(C)c1NC(=O)Nc1ccc2c(c1)C(=O)N([C@H](C)CO)C[C@H](C)[C@@H](CN(C)Cc1ccncc1)OCCCC[C@@H](C)O2
- IDH1 mut inh = 4.1
- EZH2 inh = .

# Continuation.
SMILES,IDH1 mut inh,EZH2 inh
CCOc1cc(S(=O)(=O)NCCN2CCOCC2)ccc1F,-0.2,-0.9
C/C=C/c1cnc2c(c1)C(=O)N([C@@H](C)CO)C[C@@H](C)[C@@H](CN(C)Cc1ccccc1)O2,1.1,5.5
CC(C)NC(=O)Nc1cccc2c1O[C@H](CN(C)C(=O)Nc1ccc(C(F)(F)F)cc1)[C@@H](C)CN([C@@H](C)CO)C2=O,.,4.3
C[C@@H]1CN([C@H](C)CO)S(=O)(=O)c2ccc(C#C[C@@H](C)O)cc2O[C@@H]1CN(C)C(=O)c1ccccc1,.,-7.7
C[C@@H]1CN([C@H](C)CO)C(=O)c2cccc(NC(=O)c3nc4ccccc4s3)c2O[C@H]1CN(C)S(=O)(=O)c1ccc(Cl)cc1,-3.5,.
C[C@@H]1CN([C@@H](C)CO)C(=O)c2ccccc2-c2ccccc2CO[C@@H]1CN(C)S(=O)(=O)c1cccc(F)c1,-0.8,-1.3
CC(C)NC(=O)N(C)C[C@@H]1Oc2ccc(NS(=O)(=O)c3ccc(F)cc3)cc2CC(=O)N([C@H](C)CO)C[C@H]1C,0.6,6.3
C[C@H](CO)N1C[C@H](C)[C@@H](CN(C)C(=O)C2CC2)Oc2cc(Br)ccc2S1(=O)=O,-2.9,7.2
C[C@H](CO)N1C[C@H](C)[C@H](CN(C)S(=O)(=O)c2cccs2)OCc2cn(nn2)CCCC1=O,-1.7,.
Cc1cc(-c2cccs2)c(C#N)c(SCC(=O)Nc2cccc(F)c2)n1,-0.3,15.6
Cc1noc(C)c1NC(=O)N(C)C[C@H]1Oc2ccc(NC(=O)CCN3CCOCC3)cc2CC(=O)N([C@H](C)CO)C[C@H]1C,-4.4,.
C[C@H](CO)N1C[C@H](C)[C@H](CN(C)C(=O)NC2CCCCC2)Oc2ccc(NC(=O)Cc3cn(C)c4ccccc34)cc2CC1=O,-26.4,8.8
C[C@H]1CN([C@@H](C)CO)C(=O)c2cccc(NS(=O)(=O)c3ccc(Cl)cc3)c2O[C@H]1CN(C)C(=O)Nc1ccccc1,.,-15.2
COc1ccc(CNc2nc3nc(C)cc(=O)n3[nH]2)cc1OC,-0.2,2.7
CC(C)C#Cc1cnc2c(c1)C(=O)N([C@@H](C)CO)C[C@H](C)[C@@H](CN(C)C(=O)c1ccccc1F)O2,0.0,.
COCCNC(=O)C[C@H]1C=C[C@H](NC(=O)NC2CCCC2)[C@@H](CO)O1,-0.1,3.5
C[C@H]1CN([C@@H](C)CO)C(=O)c2cccc(NC(=O)Nc3ccccc3)c2O[C@H]1CN(C)C,1.5,-13.8
C[C@@H]1CN([C@H](C)CO)C(=O)c2cc(-c3cncnc3)cnc2O[C@H]1CN(C)C(=O)c1cccc(F)c1,0.0,-10.0
C[C@@H]1CN([C@H](C)CO)C(=O)c2cc(-c3cccnc3)cnc2O[C@@H]1CN(C)C(=O)c1cccc(F)c1,-2.3,2.7
C[C@H](CO)N1C[C@H](C)[C@@H](CN(C)C)Oc2ncc(C#Cc3cccnc3)cc2C1=O,1.8,9.2
C[C@H]1CN([C@@H](C)CO)C(=O)c2c(c3ccccc3n2C)-c2ccccc2CO[C@H]1CN(C)C(=O)CCN(C)C,0.2,4.1
Cc1noc(C)c1NC(=O)Nc1ccc2c(c1)C(=O)N([C@@H](C)CO)C[C@@H](C)[C@@H](CN(C)S(=O)(=O)c1ccc(Cl)cc1)OCCCC[C@@H](C)O2,1.8,.
C[C@@H]1CN([C@@H](C)CO)C(=O)c2c(c3ccccc3n2C)-c2ccccc2CO[C@@H]1CN(C)C(=O)C1CC1,-2.4,0.7
C[C@@H]1CN([C@@H](C)CO)C(=O)Cc2cc(NC(=O)CCC(F)(F)F)ccc2O[C@@H]1CN(C)Cc1ccccc1,-0.2,-16.5
COc1ccc(S(=O)(=O)Nc2ccc3c(c2)CC(=O)N([C@H](C)CO)C[C@@H](C)[C@H](CN(C)C(=O)Nc2ccc(C(F)(F)F)cc2)O3)cc1,0.1,.
COc1ccc([N+](=O)[O-])cc1CSc1nnc(-c2ccc(NC(C)=O)cc2)n1C,-0.1,5.2
CO[C@H]1CN(C)C(=O)c2ccc(NC(=O)C3CCC3)cc2OC[C@@H](C)N(Cc2nccs2)C[C@H]1C,-0.1,-16.8
CN(C)C(=O)C[C@@H]1CC[C@H](NC(=O)c2ccc(F)cc2)[C@H](CO)O1,-0.4,1.7
CCC(Sc1nc2ccccc2o1)C(=O)Nc1cccc2ccccc12 (centres undefined),2.6,1.7
CCCNC(=O)c1cc2c(c(-c3cccc(-c4ccc(F)cc4)c3)n1)[C@H](CCO)N([S@@](=O)C(C)(C)C)C2,0.1,-8.0
C[C@@H]1CN([C@@H](C)CO)C(=O)c2cccc(NC(=O)CCCCCC(=O)Nc3ccccc3N)c2O[C@@H]1CN(C)C(=O)Nc1ccc(F)cc1,.,-4.3
C[C@@H]1CCCCO[C@H](CN(C)Cc2ccc3c(c2)OCO3)[C@H](C)CN([C@H](C)CO)C(=O)c2cc(N(C)C)ccc2O1,0.0,-2.0
C[C@@H]1CN([C@@H](C)CO)C(=O)c2cc(NC(=O)Nc3ccccc3)ccc2O[C@@H](C)CCCCO[C@@H]1CN(C)C(=O)c1ccccc1,-0.5,.
C[C@@H]1CCCCO[C@H](CN(C)C)[C@@H](C)CN([C@H](C)CO)C(=O)c2cc(NC(=O)NC3CCCCC3)ccc2O1,.,14.3
COc1ccc(S(=O)(=O)Nc2ccc3c(c2)CC(=O)N([C@H](C)CO)C[C@@H](C)[C@@H](CN(C)Cc2ccc(C(F)(F)F)cc2)O3)cc1,1.1,.
CO[C@@H]1CN(C)C(=O)c2ccc(NS(C)(=O)=O)cc2OC[C@H](C)N(C(=O)C2CCOCC2)C[C@H]1C,-0.3,8.8
O=c1[nH]c(=O)n(Cc2ccco2)c2c1C(C(F)(F)F)(C(F)(F)F)N=C(c1ccc(F)cc1)N2,1.3,.
C[C@H](CO)N1C[C@H](C)[C@H](CN(C)C(=O)NC2CCCCC2)Oc2ccc(NC(=O)Nc3cccc4ccccc34)cc2C1=O,-1.9,-28.7
CC(C)C#Cc1ccc2c(c1)O[C@@H](CN(C)C(=O)C1CCC1)[C@@H](C)CN([C@H](C)CO)S2(=O)=O,.,4.2

# Entries of single compounds as entered above. Order of values: IDH1 mut inh, EZH2 inh
# Record of C[C@@H]1CCCCO[C@H](CN(C)C)[C@@H](C)CN([C@H](C)CO)C(=O)c2cc(NC(=O)NC3CCCCC3)ccc2O1 → ., 14.3
# Record of CN(C)C(=O)C[C@@H]1CC[C@H](NC(=O)c2ccc(F)cc2)[C@H](CO)O1 → -0.4, 1.7

# Quoted at random: 2 records from the list
SMILES,IDH1 mut inh,EZH2 inh
CCC(Sc1nc2ccccc2o1)C(=O)Nc1cccc2ccccc12 (centres undefined),2.6,1.7
CCCNC(=O)c1cc2c(c(-c3cccc(-c4ccc(F)cc4)c3)n1)[C@H](CCO)N([S@@](=O)C(C)(C)C)C2,0.1,-8.0
